Bioassay records (PubChem BioAssay)
Luc counter: Counterscreen for Luciferase (Kinase-Glo TM) Inhibition. Luciferin 4-monooxygenase (Photuris pensylvanica), Q27757. Kinase-Glo luciferase, ATP luminescence, 8 min. Potency, µM (top dose mostly 38.3 µM), without a hit: top-dose activity change, negative = inhibition, hits mostly inhibitors. 0.28% of 200,000 active. AID 1379, 2008; note: potency is the fitted concentration of half-maximal effect; % is set by controls: 0 for no effect and ±100 for the full control effect; nearly all actives have a fitted effect of over 60% in size
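Kinase-Glo luciferase light output from ATP and luciferin was measured with 10 uM ATP, within the enzyme's linear range. Buffer: 50 mM imidazole pH 7.2, 50 mM KCl, 7 mM MgCl2, 0.01% Tween 20, 0.05% BSA; luminescence read after 8 min at ambient temperature.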
Epigenetic reg: Quantitative High-Throughput Screen for Regulators of Epigenetic Control. murine LDR cells, GFP reporter derepression, 30 h. Potency, µM (doses to about 53.9 µM), without a hit: at the highest dose GFP activation, actives largely listed as activators. 0.2% of 280,000 active. AID 1865, 2009; note: potency is the fitted concentration of half-maximal effect; % of control where 0% means no effect; nearly all actives have a fitted effect of over 60% in size
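GFP-positive cell count by laser-scanning cytometry (objects 20–120 um) after 30 h, 37 C compound exposure of murine LDR cells; reporter is CMV-GFP integrated at a silenced locus, inducible by HDAC or DNMT inhibitors.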
Lamin A splicing: qHTS Assay for Modulators of Lamin A Splicing | HeLa LMNA splicing GFP/RFP minigene ratio, 48 h | Potency, µM (highest dose often 46.1 µM), for the others: top-dose ratio change, negative = inhibition, actives largely listed as inhibitors | 0.01% of 200,000 active; active = well fitted inhibition curve with a large enough effect in the signal ratio, with a control signal flat, not every such curve was filed as active; inconclusive = small, poorly fitted or top-dose-only effect, or effect the other way, or a change in a side signal; the % refers to the signal ratio; note: potency is the fitted concentration of half-maximal effect; % is set by controls: 0 for no effect and ±100 for the full control effect
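Read-out is the ratio of GFP to DsRed2 object intensity, acquired by 488 nm laser-scanning cytometry on HeLa lamin A-EGFP minigene reporter cells. Compound incubation 48 hrs at 37 °C in Opti-MEM with 2% FBS; DMSO 0.5% final.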
NPSR antagonist: qHTS Assay for Antagonists of the Neuropeptide S Receptor: cAMP Signal Transduction; Q6W5P4; CHO-NPSR cells, cAMP TR-FRET, antagonist mode; Potency, µM (doses to about 38.3 µM), for inactives: top-dose activity change, negative = inhibition, usual class: inhibitors; 1% of 220,000 active; AID 1461, 2008; note: potency is the fitted concentration of half-maximal effect; % is set by controls: 0 for no effect and ±100 for the full control effect; nearly all actives have a fitted effect of over 50% in size; many of its hits are not listed in these tables
CBFb RUNX1 block: qHTS Assay for Compounds Blocking the Interaction Between CBF-beta and RUNX1 for the Treatment of Acute Myeloid Leukemia | Runt-related transcription factor 1 (Homo sapiens) + Core-binding factor subunit beta … | AlphaScreen CBFb-His/RUNX1-biotin binding, biochemical | Potency, µM (top dose mostly 59.8 µM), for inactives: at the highest dose activity, negative = inhibition, actives largely listed as inhibitors | 230,000 tested, under 10 active; note: % of control where 0% means no effect
Target sequence (Q01196 whole entry, looked up): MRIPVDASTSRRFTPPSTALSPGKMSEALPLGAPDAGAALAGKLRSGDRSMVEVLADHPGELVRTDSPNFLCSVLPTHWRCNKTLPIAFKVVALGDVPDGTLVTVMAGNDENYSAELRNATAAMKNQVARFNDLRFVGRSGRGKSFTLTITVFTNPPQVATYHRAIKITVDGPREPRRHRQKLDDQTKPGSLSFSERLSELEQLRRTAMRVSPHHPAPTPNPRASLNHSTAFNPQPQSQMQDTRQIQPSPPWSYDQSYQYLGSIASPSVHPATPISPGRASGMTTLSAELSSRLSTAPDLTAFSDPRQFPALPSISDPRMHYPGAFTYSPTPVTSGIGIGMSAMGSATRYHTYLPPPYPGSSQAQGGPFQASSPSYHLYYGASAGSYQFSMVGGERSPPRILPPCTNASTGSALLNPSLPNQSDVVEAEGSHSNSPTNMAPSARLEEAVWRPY
Target sequence (Q13951 whole entry, looked up): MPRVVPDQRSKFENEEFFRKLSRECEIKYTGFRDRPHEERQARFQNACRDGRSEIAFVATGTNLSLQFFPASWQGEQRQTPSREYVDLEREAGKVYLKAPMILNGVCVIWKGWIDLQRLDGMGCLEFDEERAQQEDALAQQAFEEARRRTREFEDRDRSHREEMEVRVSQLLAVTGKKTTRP
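Bead-based AlphaScreen assay; binding partners His-tagged CBF-beta and biotinylated RUNX1 at 30 nM each. Compound exposure 15 min after a 20-min protein preincubation; bead step 90 min; all steps at room temperature.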
IMPase Li inh: qHTS Assay for Identifying the Cell-Membrane Permeable IMPase Inhibitors: Potentiation with Lithium | 0.35% of 210,000 active | CHO-M1 cells, IP1 TR-FRET (IP-One), carbachol + lithium | Potency, µM (titrated, usually from 59.4 µM), for inactives: at the top dose activity, negative = IMPase inhibition, usual class: inhibitors;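 note: IP1 builds up when IMPase is blocked and the TR-FRET signal falls; potency is the fitted concentration of half-maximal effect; plate controls were basal vehicle for no effect and high inhibitor control for full effect; nearly all actives have a fitted effect of over 50% in size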
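Lithium-sensitised IP1 accumulation assay; M1-expressing CHO cells treated 30 min at 37C with compound. Competitive antibody detection by time-resolved FRET followed a 10 min room-temperature lysis step.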
aGal spleen mod: qHTS Assay for Inhibitors and Activators of Human alpha-Galactosidase From Spleen Homogenate; human spleen homogenate, 4MU-alpha-Gal fluorescence, 40 min; Potency, µM (highest dose often 80 µM), without a hit: at the top dose activity change, negative = inhibition, usual class: inhibitors; 0.008% of 240,000 active;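 note: potency is the fitted concentration of half-maximal effect; 0% = enzyme with vehicle and -100% = no enzyme basal signal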
Target sequence (P06280 32-429 limits assumed): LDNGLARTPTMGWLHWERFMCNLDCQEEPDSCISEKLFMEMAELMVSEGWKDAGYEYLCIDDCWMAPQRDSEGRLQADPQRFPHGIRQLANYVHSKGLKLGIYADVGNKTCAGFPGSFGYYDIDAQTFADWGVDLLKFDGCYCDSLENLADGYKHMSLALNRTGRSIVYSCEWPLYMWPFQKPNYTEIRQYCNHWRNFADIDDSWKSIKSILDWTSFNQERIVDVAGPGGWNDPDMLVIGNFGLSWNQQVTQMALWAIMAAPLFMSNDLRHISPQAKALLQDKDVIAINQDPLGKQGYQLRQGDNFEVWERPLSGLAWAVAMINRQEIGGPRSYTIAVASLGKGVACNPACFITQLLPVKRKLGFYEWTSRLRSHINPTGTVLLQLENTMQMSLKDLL
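qHTS titration in buffer at pH 5.0. Alpha-galactosidase activity in spleen homogenate was measured via 4-methylumbelliferone release from 1 mM fluorogenic substrate after 40 min at 37C and a pH 10 stop. AC50 came from Hill fits of control-normalized data.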
Starred values were filed as active, the others as inactive; u = inconclusive; x = no result given; & = joins results of further samples; [ ] = dose if it differs, or a comment. Unless noted, calls come from the whole dose curve; as a rule, active = well fitted curve in the direction sought with a large enough effect; inconclusive = small, poorly fitted or top-dose-only effect, or another doubt; inactive = no such curve, though single readings can be large; an effect the other way counts as inactive or inconclusive.

The opening three records, ahead of the listing:
SMILES | Luc counter | Epigenetic reg | Lamin A splicing | NPSR antagonist | CBFb RUNX1 block | IMPase Li inh | aGal spleen mod
COc1ccc(N2CCN(C(=O)c3ccc(OCC4CCCO4)cc3)CC2)cc1 (centres undefined) | 0.4% | -0.3% | u | -12.0%[46.1 µM] | -2.6% | 10.5%[38.3 µM] | 3.7%
Cc1ccc(OCCn2cccn2)c(C)c1 | 0.8% | 2.8% | x | 22.0% | -3.0% | -0.7% | 4.4%
Nc1ccccc1-c1nc2ccccc2s1 | 2.6% | -5.0% | -4.7%[46 µM] | 44.1% | u | -4.1% | 26.4%

All compounds of this part (from the top)
SMILES | Luc counter | Epigenetic reg | Lamin A splicing | NPSR antagonist | CBFb RUNX1 block | IMPase Li inh | aGal spleen mod
COc1ccc(N2CCN(C(=O)c3ccc(OCC4CCCO4)cc3)CC2)cc1 (centres undefined) | 0.4% | -0.3% | u | -12.0%[46.1 µM] | -2.6% | 10.5%[38.3 µM] | 3.7%
Cc1ccc(OCCn2cccn2)c(C)c1 | 0.8% | 2.8% | x | 22.0% | -3.0% | -0.7% | 4.4%
Nc1ccccc1-c1nc2ccccc2s1 | 2.6% | -5.0% | -4.7%[46 µM] | 44.1% | u | -4.1% | 26.4%
O=[N+]([O-])c1cc(-n2cnnn2)ccc1N1CCC(Cc2ccccc2)CC1 | -3.3% | -0.9% | 4.8%[0.0737 µM] | -2.1%[46.1 µM] | u | 21.1%[38.3 µM] | -13.0%
CC(C)(C)NC(=O)CCc1ncc(C(F)(F)F)cc1Cl | -5.6% | 1.2% | -0.6%[46 µM] | 8.5% | 18.0% | 9.3% | -5.6%
CCN(CC)CCCNc1ncnc2ccccc12 | 1.1% | 4.8% | -1.9%[46 µM] | -25.6% | 6.6% | 7.1% | 5.6%
COC(=O)c1ccc(N2CCN(C(C)=O)CC2)c(NC(=O)c2cccnc2)c1 | -1.7% | 3.2% | 1.3%[46 µM] | 12.8% | u | 1.7% | 1.8%
O=C(N/N=C/c1cn(-c2ccccc2)nc1-c1cccnc1)c1ccccc1 | -1.8% | -1.5% | x | -40.7% | -3.6% | -3.8% | 4.2%
Cc1cc(NC(=O)CSc2nc3c(c(=O)n(C)c(=O)n3C)n2C(C)C)no1 | -1.3% | 0.0% | 13.1% | -11.5%[46.1 µM] | 5.3% | 19.3%[38.3 µM] | 2.0%
CCc1ccc(OCC2c3cc(OC)c(OC)cc3CCN2C(=S)NC)cc1 (centres undefined) | 0.8% | -4.2% | x | -37.8% | 7.1% | 6.7% | -3.9%
CCOC(=O)c1c(Cc2ccccc2)c[nH]c1C | -4.3% | 2.9% | 7.2%[46 µM] | -9.5% | -17.5% | 7.8% | 4.5%
N#Cc1cccnc1Oc1ccccc1 | x | 1.1% | x | -12.4% | 0.4% | x | 2.0%
CC1CCN(C(c2ccc(N(C)C)cc2)c2nnnn2C(C)(C)C)CC1 (centres undefined) | 3.8% | 0.0% | 9.6% | -0.9%[46.1 µM] | -1.7% | 36.8%[38.3 µM] | -4.8%
Cc1ccc(Oc2ccc(OCC(=O)NC(C)C(=O)O)cc2)cc1 (centres undefined) | 2.3% | 0.0% | 6.2% | -2.0%[46.1 µM] | 7.9% | -6.4%[38.3 µM] | -13.9%
O=C(CSc1nnc(SCc2ccccc2Cl)s1)N/N=C/c1ccc(C(=O)O)cc1 | x | -1.4% | x | -10.5%[7.67 µM] | -1.8% | x | -8.8%
COC(=O)c1ccc(NC(=S)NCCc2ccccc2C)cc1 | -0.2% | 1.1% | 6.7% | -30.8% | -6.7% | 8.1% | -15.4%
CN(C)S(=O)(=O)c1ccc(C(=O)Nc2cccc(C(=O)O)c2)cc1 | -2.0% | 2.1% | 7.8% | -19.3%[46.1 µM] | 3.9% | -13.5%[38.3 µM] | -7.2%
C#CCOCCOCCOCCNc1nc(N2CCN(C(=O)[C@H](CCCCN)n3cc(C(N)COC(=O)C(F)(F)F)nn3)CC2)nc(N2CCN(C(=O)[C@H](CCCCN)n3cc(C(N)CC(C)C)nn3)CC2)n1 (some centres undefined) | x | -1.1% | x | 34.1% | 7.5% | x | 0.0%
CC(=O)Oc1ccccc1N(C(C)=O)S(=O)(=O)c1ccc(C)cc1 | 1.8% | 18.2% | 14.9%[9.22 µM] | -25.0% | -0.8% | 7.0% | -1.5%
CC(C)(C)c1ccc(COn2c(=O)c(-c3ccco3)[n+]([O-])c3ccccc32)cc1 | -2.9% | -8.4% | 9.4% | 3.7%[46.1 µM] | 2.4% | 29.0%[38.3 µM] | 3.2%
O=C(Nc1ccccc1Cl)N1CCN(c2ccc3nncn3n2)CC1 | -0.3% | -1.4% | -6.9% | -2.2%[46.1 µM] | 4.4% | -3.7%[38.3 µM] | -3.9%
CS(=O)(=O)N(CC(=O)NCc1ccc2c(c1)OCO2)Cc1ccc(Cl)cc1 | -1.8% | 0.0% | -6.3% | 1.7%[46.1 µM] | -3.8% | 6.2% | -18.3%
Cc1cc(C)c2sc(N)nc2c1 | -3.6% | 1.1% | x | 17.1% | 4.0% | -8.6% | -0.6%
CCOc1cc(/C=C\[N+](=O)[O-])ccc1OCC(=O)Nc1ccccc1C | -0.4% | u | u | 3.98µM* | -1.2% | 6.1%[38.3 µM] | 3.0%
COc1ccc(CN2CCNC(=O)C2CC(=O)NCCCn2cccn2)c(OC)c1 (centres undefined) | 1.1% | 0.3% | 13.0%[46 µM] | -19.1% | 3.3% | -1.8% | 13.0%
COC(=O)[C@@]1(Cc2ccc(OC)cc2)[C@H]2c3cc(C(=O)N4CCCC4)n(CCO)c3C[C@H]2CN1C(=O)c1ccccc1 | -3.2%&-3.2% | -1.6%&1.0% | 7.5% | -7.1% | -2.8%[2.36 µM] | 15.3%&-12.7% | 1.1%&1.9%
O=C1/C(=C/c2ccccc2)Oc2ccccc21 | x | -1.1%[10.1 µM] | x | x | -1.1%[13.1 µM] | x | 10.4%[17.5 µM]
CCOc1ccc(NC(=O)CSc2nnc(Cc3cccn3C)n2-c2ccc(OC)cc2)cc1 | -2.5% | 1.6% | -7.4% | -15.7%[46.1 µM] | -17.6% | 0.6%[38.3 µM] | -6.2%
COc1ccccc1/C=C/C(=O)OCC(=O)c1c(N)n(C)c(=O)n(C)c1=O | -2.5% | 14.9% | 4.5% | 6.3% | -2.7% | -7.2% | -2.9%
CSCCC=O | x | x | x | x | 29.6%[21.7 µM] | 8.1% | -3.4%
COc1ccc(NC(=O)NN2CCOCC2)cc1OC | 0.3% | 0.3% | u | 12.6% | -2.5% | -0.9% | -2.3%
COCCNC(=O)c1cn(C)c2ccccc2c1=O | -2.5% | -1.1% | -10.8%[9.22 µM] | 9.5% | 5.5% | -6.9% | -0.8%
O=C(COc1ncnc2ccccc12)NCc1ccc2c(c1)OCO2 | 5.5% | 1.7% | 7.9% | 0.8%[46.1 µM] | 3.9% | -0.1%[38.3 µM] | -8.5%
CCCn1c(=N)n(CC(=O)c2ccc([N+](=O)[O-])cc2)c2ccccc21 | 0.2% | u | x | -21.9% | -2.1% | 7.1% | -4.8%
CCOC(=O)C(=NCCCN1CCOCC1)NNc1cccc(C(F)(F)F)c1 | 5.7% | 0.0% | u | -19.3% | 14.7% | -6.1% | 0.5%
Cc1ccc(/C=N/NC(=O)c2ccc(Cn3cc([N+](=O)[O-])cn3)o2)cc1 | 10.4% | 2.6% | -5.2% | -0.2% | 13.4% | -2.1% | -9.5%
O=[N+]([O-])c1ccccc1N/N=C/c1c[nH]c2ccccc12 | -7.4% | 0.0% | 4.0% | -26.3%[46.1 µM] | x | 12.1%[38.3 µM] | 8.8%
COCC(=O)Nc1ccc(S(=O)(=O)Nc2ncccn2)cc1 | -2.9% | -2.7% | 22.5% | 2.6%[46.1 µM] | -2.3% | 19.5%[38.3 µM] | 0.6%
C/C=C(\C)c1nnc(NC(=O)c2ccco2)s1 | -7.4% | 0.0% | 0.4% | -10.2%[46.1 µM] | 8.9% | 17.3%[38.3 µM] | 0.2%
CNC(=S)NCCc1ccc(OC)c(OC)c1 | -1.8% | -2.0% | 12.3% | 1.8%[46.1 µM] | 11.5% | 4.8%[38.3 µM] | 2.3%
CCCCCCNC(=O)N[C@H](C(=O)NCCC[C@H]1CN2C(=NC[C@H]2C)N1CCC(c1ccccc1)c1ccccc1)C(C)O (some centres undefined) | x | u | x | 10µM* | -5.2% | x | -0.8%
CC(=O)N1N=C(c2ccc(C)cc2)OC1c1ccc(C(C)C)cc1 (centres undefined) | -7.4% | -0.4% | 4.9% | u | 1.5% | 2.0%[38.3 µM] | -13.7%
FC(F)(F)COc1ccc(-c2nnc(SCc3ccccc3)o2)cn1 | x | 1.3% | x | u | 3.3% | x | 10.5%
COc1cc(/C=N/Nc2nn3cnnc3c3ccccc23)cc(OC)c1OC | -10.1% | 1.1% | 4.6% | u | 5.6% | 16.7%[38.3 µM] | 9.9%
O=C(C1CCN(S(=O)(=O)N2CCC3(CC2)OCCO3)CC1)N1CCCCC1 | 14.0% | 0.1% | -1.7% | 13.3% | 8.9% | -7.1% | -0.9%
CCO[C@@H]1OC(C(=O)NCc2ccccc2)=C[C@H](c2ccc3c(c2)OCO3)[C@H]1CCCO | x | -4.5% | x | 14.1% | 7.7% | 11.5% | 9.1%
O=C(O)CCC(=O)NNC(=O)CCC(=O)Nc1ccccc1 | 1.0% | -6.7% | x | 14.9% | -3.1% | -9.7% | 5.1%
CCOC(=O)N/N=C\C=C\c1ccc2c(c1)OCO2 | -3.9% | 1.9% | -9.3% | -23.0% | 6.7% | 9.4% | -6.9%
CN(C)S(=O)(=O)N1CCc2ccccc21 | -1.9% | -1.8% | 6.0% | -3.9%[46.1 µM] | 2.2% | -0.9%[38.3 µM] | -4.2%
Cc1ccccc1OCC(=O)Nc1ccccc1N1CCC(C)CC1 | 0.8% | -0.4% | -18.9%[46 µM] | u | 19.4% | 14.0% | 0.8%
COC(=O)c1ccccc1NC(=O)NCc1ccccc1 | -0.7% | -1.5% | 5.1%[46 µM] | -6.0% | 2.2% | -5.4% | 5.7%

Some of the compounds tested; rates above refer to the full screens.
